# Screens from PubChem.
# hK5 inh = blocks human kallikrein 5 protease activity | Q9Y337 | recombinant hK5, fluorogenic AMC substrate cleavage | inhibition, % at 5 µM | 210,000 compounds, 0.59% hits;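 active means inhibition of 40% or more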;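 further: 0% = enzyme controls without compound and 100% = no-enzyme blanks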
# Target sequence (Q9Y337 67-293 limits assumed): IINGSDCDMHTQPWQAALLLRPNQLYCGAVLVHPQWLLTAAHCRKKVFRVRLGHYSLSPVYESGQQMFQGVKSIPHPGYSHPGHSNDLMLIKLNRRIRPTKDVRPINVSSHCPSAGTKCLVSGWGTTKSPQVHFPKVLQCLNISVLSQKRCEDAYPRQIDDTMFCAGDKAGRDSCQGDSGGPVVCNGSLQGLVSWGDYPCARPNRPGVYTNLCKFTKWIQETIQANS
# Cl transport mod = modulates chloride dependent transport by human KCC2; KCC2 cells, thallium flux FluoZin-2 fluorescence; B-score of Tl+ flux slope (higher = more flux/activation; lower = inhibition) at 10 µM; Q9H2X9; 190,000 compounds, 2.2% hits;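 active means thallium flux slope and its plate-corrected score both differing from the plate sample mean at a set confidence after two filtering rounds, in either direction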;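 further: slope of fluorescence scaled to starting intensity during 10 to 20 s after thallium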
# NCF1 inh = p47phox (human) inhibition; p47phox/p22phox peptide binding, fluorescence polarization, 2 h; AID 1274; 220,000 compounds, 0.53% hits; inhibition, % at 24.7 µM; P14598;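 further: 0% = p47phox with labelled peptide and 100% = labelled peptide alone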
# Target sequence (P14598 whole entry, looked up): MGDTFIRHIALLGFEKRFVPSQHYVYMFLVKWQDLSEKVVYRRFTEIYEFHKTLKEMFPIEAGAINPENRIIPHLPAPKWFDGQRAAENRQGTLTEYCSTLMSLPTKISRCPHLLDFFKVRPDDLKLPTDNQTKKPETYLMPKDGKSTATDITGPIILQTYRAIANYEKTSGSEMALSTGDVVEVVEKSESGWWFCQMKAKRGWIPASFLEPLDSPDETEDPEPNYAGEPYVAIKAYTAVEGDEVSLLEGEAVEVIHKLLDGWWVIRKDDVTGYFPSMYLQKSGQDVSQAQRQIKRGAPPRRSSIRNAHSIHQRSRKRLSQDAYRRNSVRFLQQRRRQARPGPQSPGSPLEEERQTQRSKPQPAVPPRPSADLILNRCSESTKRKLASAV
# Furin inhibitor = inhibitors of human furin; purified furin, fluorogenic substrate cleavage; inhibition, % at 30 µM; 220,000 compounds, 0.061% hits; in the data active means inhibition above about 25%; further: inactives centre near -15
# EBV gp42 inh = blocks Epstein-Barr virus glycoprotein 42 binding; 220,000 compounds, 0.42% hits; Fluorescence polarization binding assay, mP read-out; AID 1085; inhibition, % (tested at 21.74 µM); Q1HVG2; in the data active means inhibition above about 50%
# Target sequence (Q1HVG2 whole entry, looked up): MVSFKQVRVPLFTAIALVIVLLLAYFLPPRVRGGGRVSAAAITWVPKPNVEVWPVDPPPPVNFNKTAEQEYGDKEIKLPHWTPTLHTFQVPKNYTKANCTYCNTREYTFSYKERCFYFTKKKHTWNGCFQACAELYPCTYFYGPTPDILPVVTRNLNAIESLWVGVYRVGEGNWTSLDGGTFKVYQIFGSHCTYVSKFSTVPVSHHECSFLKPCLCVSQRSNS
# Thrombin inh = inhibitors of human thrombin | 220,000 compounds, 0.26% hits | inhibition, % at 5 µM | alpha-thrombin, Boc-VPR-AMC fluorogenic substrate cleavage;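 active means inhibition at or above 40%; inactive means inhibition below 40%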;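 further: 0% = enzyme with no compound and 100% = wells without enzyme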
#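 Assay system: human alpha-thrombin enzyme. Reagent: Boc-VPR-AMC substrate, 15 µM final. Compound dosing: one concentration per compound, 5 µM, with 0.2% DMSO. Incubation: room-temperature reaction. Technique: AMC fluorescence, 355/460 nm. Measure: % inhibition relative to enzyme controls and enzyme-free blanks.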
# Rad51 HR inh = blocks human Rad51 in homologous recombination; Q06609; hRad51 DNA strand exchange, fluorescence dequenching; inhibition, % at 10 µM; 200,000 compounds, 0.085% hits;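 active means inhibition above 40% at the single screening dose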;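 further: 0% = DMSO control wells and 100% = blanks with heterologous ssDNA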
#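 Assay system: Human Rad51 nucleoprotein filaments preassembled on unlabelled ssDNA | Reagent: Donor/quencher-labelled 47-bp dsDNA substrate | Doses: One concentration, 10 µM final | Times: 37 °C 15-min filament assembly, 30-min compound preincubation, 15-min exchange | Technique: Fluorescein emission 520 nm, excitation 485 nm | Benchmarks: Plate control and blank wells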
# eIF4E-4G inh = inhibitors of eIF4E and eIF4G interaction in translation initiation | TR-FRET eIF4E-eIF4GI(517-606) binding, 2 h | inhibition, % at 21.7 µM | 220,000 compounds, 0.37% hits | AID 782;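 further: 0% = full FRET control wells and 100% = background wells lacking eIF4GI fragment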
# 14-3-3 Bad PPI = disrupts binding of bovine 14-3-3 zeta to phospho-Bad peptide; P63103; TR-FRET 14-3-3zeta/Dy647-pBad peptide displacement, 1 h; inhibition, % at 21.7 µM; 220,000 compounds, 0.71% hits; AID 781;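 active means inhibition above about 70%, limit read from the data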;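 further: 0% = full 14-3-3 plus peptide FRET controls and 100% = background without 14-3-3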
# The depositor's hits bear a star; · = no result given; [ ] = remark or other dose.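 How the source made its calls, unless noted: active means inhibition above about 30% (limit read from the data); inactive means the rest.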
hK5 inh,Cl transport mod,NCF1 inh,Furin inhibitor,EBV gp42 inh,Thrombin inh,Rad51 HR inh,eIF4E-4G inh,14-3-3 Bad PPI,SMILES
1,-1.7,1,-17,-15,-6,-2,-2,-4,O=C1C=C(NCCc2ccccc2)C2(CCCCC2)O1
-4,-0.5,-14,-22,-11,-6,-1,-3,1,CC(=O)NC1C(=O)N=C(SCC(=O)Nc2sc3c(c2C#N)CCCCCC3)NC1=O (stereo not drawn)
-5,-0.06,-2,-18,-13,6,13,2,3,COC(=O)[C@H]1C[C@@H]1[C@H](NC(=O)c1cc(C)on1)c1ccccc1
-5,-0.76,-12,-16,-20,3,-8,0,-6,Cn1cnnc1SCc1ccc(F)c2ccccc12
-10,-0.47,-6,-10[20 µM],-14,-1,·,-6,6,CC1CC1C(=O)OCC(=O)NCc1ccc(Cl)cc1Cl (stereo not drawn)
1,-0.23,1,-29,-11,2,-1,-2,-4,COc1ccccc1C(=O)N/N=C1/NC(=O)CC(C(=O)Nc2ccccc2)S1 (stereo not drawn)
7,-0.79,-8,-14,-13,-13,-1,-3,-4,COc1ccc(C)cc1NC(=O)C1CCN(C(=O)Cc2ccccc2)CC1
48*,0.056,5,-12,5,11,-1,3,6,CC(C)=C(NC(=O)c1ccccc1)C(=O)N/N=C(\C)c1ccccc1O
3,·,-2,-11[20 µM],-32,1,-4,4,-2,Cc1ccc(C(=O)c2ccccc2C(=O)O)s1
-1,-0.052,-3,-27,-3,1,4,10[fluorescence artefact?],-3,O=C(NCC1CCCO1)c1ccccc1NC(=O)c1cccc2ccccc12 (stereo not drawn)
-9,-0.7,-12,-9[20 µM],-17,-1,-4,8,58[fluorescence artefact?],COc1cccc(-c2ncc3ccccn23)c1
-11,0.21,-9,-20[20 µM],-9,-3,2,1,-1,NC(=O)C1CCN(C(=O)CSc2nc3ccccc3[nH]2)CC1
8,0.25,-5,-1,16,-7,6,3,0,COc1ccc(S(=O)(=O)N2CCCN(S(=O)(=O)c3ccc(OC)cc3C)CC2)c(C)c1
-8,-0.44,-9,-24,-23,-3,-6,-6,-15,O=C(CN1C(=O)/C(=C/c2cccc(Br)c2)SC1=S)N1CCCC1
-9,0.59,19,-19,6,-10,19,3,-4,CN(CCc1cn[nH]c1)Cc1nc(Cc2ccccc2)no1
-7,·,-13,-4,5,6,-3,·,·,O=C1CCCC2=C1C(c1ccco1)Nc1ccc(C(=O)c3ccccc3)cc1N2 (stereo not drawn)
-4,-0.27,5,-19,-11,-9,2,8,-7,CS(=O)(=O)c1ccc(C(=O)Nc2ccc(N3CCCC3)cc2)c(Cl)c1
0,-0.52,0,-9[20 µM],-5,-4,-9,-1,0,Cc1ccc2c(c1)C(CCN)C(=O)N2Cc1ccccc1 (stereo not drawn)
2,·,-2,-9[20 µM],-2,0,-2,3,-14,Cc1cc(C)cc(Oc2ccccc2C=O)c1
-16,-0.31,-14,-11,1,-7,1,8,2[fluorescence artefact?],CCOC(=O)Cn1c(=NC(=O)C2COc3ccccc3O2)sc2cc(S(N)(=O)=O)ccc21 (stereo not drawn)
-7,·,-23,8[20 µM],-25,1,-4,1[fluorescence artefact?],5,Cc1nc2ccc(NC(=O)c3cccs3)cc2c(=O)n1Cc1ccc(Cl)cc1
2,0.031,-9,-10[20 µM],-23,4,-7,-8[fluorescence artefact?],47[fluorescence artefact?],Cn1c(SCC(=O)Nc2cccc(Br)c2)nnc1-c1cc2ccccc2o1
-18,-1.2,-3,-16[20 µM],-10,5,-9,0,6,CCCOc1ccccc1NC(=O)/C=C/C(N)=O
-18,0.04,-6,-44,6,0,9,7,-30,CCCCNC(=O)N1c2ccccc2CC1C (stereo not drawn)
-37,-2,-5,-12,-1,-10,7,2,-1[fluorescence artefact?],CCOC(=O)c1[nH]c2ccc(OC)cc2c1NC(=O)C(C)N1CCSCC1 (stereo not drawn)
-7,-0.33,4,-7[20 µM],2,-5,-2,6,-5,CCOC(=O)c1nnn(-c2nonc2N)c1COc1ccc(F)cc1
-15,·,-4,-23,-17,-6,-2,1,7,O=C(Nc1cccc(F)c1)c1ccc(S(=O)(=O)NCC2CCCO2)cc1 (stereo not drawn)
4,1.5,2,-25,-4,-3,13,2,-6,S=c1[nH]nc(-c2ccncc2)n1/N=C/c1ccccc1Cl
-11,·,-10,-6[20 µM],10,-5,9,6,-6,COc1ccccc1N1CC(O)=C(c2nc3ccccc3c(=O)[nH]2)C1=N
-3,-0.18,-10,-12,-14,-1,2,0,5[fluorescence artefact?],COc1ccc(CC(=O)NCc2nnc(SCC(=O)Nc3nccs3)n2-c2ccccc2)cc1
5,0.49,4,-24,-11,16,0,1,7,O=C(NNC(=O)c1ccccc1C(=O)O)c1ccc(O)cc1
-9,-0.21,-5,-20,-3,-1,-14,-3,15,COc1cccc(C(=O)N[C@@H](CCSC)c2nc3ccccc3[nH]2)c1
0,-0.19,-3,-12,4,-12,11,0,-7,Cc1ccsc1/C=N/NC(=O)C(N)=O
-14,-2.8,4,-14[20 µM],-15,-1,-9,2,-6,COc1ccc(Br)cc1/C=N/n1c(C)nnc1C
-8,-1.4,5,-17,35,0,7,3,-4,O=c1cc(CN2CCN(S(=O)(=O)c3ccc4ccccc4c3)CC2)nc2sccn12
2,-0.33,8,-9,7,-10,·,1,1,COc1ccc(OCC(O)CNS(=O)(=O)c2cccc(Cl)c2)cc1 (stereo not drawn)
7,-0.24,-9,-20,4,-9,1,-3,-13,O=c1c2c3c(sc2ncn1/N=C/c1cccnc1)CCCC3
-1,0.43,-6,-21,-7,-7,0,1,3,O=C(CSc1nnc(C2COc3ccccc3O2)o1)N1CCCC1 (stereo not drawn)
-24,0.18,-4,-3,-26,2,-13,-2,-10[fluorescence artefact?],CC1=NN(C(=O)COc2ccc(C)c(C)c2)C(O)(c2ccc(Cl)cc2)C1 (stereo not drawn)
-21,·,-12,-8,-22,5,-12,1,-7,COC(=O)[C@@H](NC(=O)Nc1ccc(OC(F)(F)F)cc1)C(C)C
-3,0.35,-12,-10,-13,0,9,2,-2,CC(C)(C)C(=O)Nc1c(Cl)cccc1OC(F)(F)F
5,·,-3,-8,3,-5,2,-1,-12,COc1ccc(N(CC(=O)NCCSCc2ccco2)S(=O)(=O)c2ccccc2)cc1
-35,·,-13,-15[20 µM],-6,-10,-12,4,-6,CCOC(=O)c1cc(CC)sc1NC(=O)c1cc(OC)c(OC)c(OC)c1
-14,0.0071,-10,-19[20 µM],-11,-5,-11,-2,1,COc1cccc(Cn2cccc(NC(=O)Nc3ccc(C#N)cc3)c2=O)c1
-12,-0.3,-1,-12[20 µM],0,-8,2,1,14,Cc1c(C(=O)OC(C)C)sc2nc[nH]c(=O)c12
1,0.31,-9,-13[20 µM],3,-2,6,-1,-6,Cc1ccc(C(=O)O/N=C(/c2nonc2N)N(C)C)cc1
2,-1,-2,-6,-6,-4,-6,2,-4,O=S(=O)(NCCSc1nnc(-c2ccco2)n1-c1ccccc1)c1ccccc1
2,-4.1,-7,-17,6,-8,-109,0,-9,Cc1ccccc1NC1=C(Cl)C(=O)OC1OC(=O)c1ccccc1C (stereo not drawn)
-2,-1,-5,-13[20 µM],-16,-3,·,2,-1,O=C(CSc1cccc2cccc(Cl)c12)OCC(=O)N1CCN(C(=O)c2ccco2)CC1
0,1.4,-15,-20[20 µM],-30,2,-1,-9,-14,Cc1nc(N2CCN(S(=O)(=O)c3ccccc3)CC2)c2cc(-c3ccccc3)sc2n1

# (continued)
hK5 inh,Cl transport mod,NCF1 inh,Furin inhibitor,EBV gp42 inh,Thrombin inh,Rad51 HR inh,eIF4E-4G inh,14-3-3 Bad PPI,SMILES
-1,-0.16,-78,-21,-31,-5,-13,-10,-6,CC(/C=C1\SC(=S)N(CCC(=O)Nc2nc(C)cs2)C1=O)=C\c1ccccc1
-15,-0.21,-4,-9,-24,3,-6,10,54[fluorescence artefact?],COc1cc(CN2CCC(C(=O)N3CCN(c4ccccc4F)CC3)CC2)cc(OC)c1O
-13,0.92,-11,-21,-15,0,-14,-4,1,CCOc1cc(C2C(C#N)=C(N)OC3CCCC(=O)C32)ccc1OCCN1CCOCC1 (stereo not drawn)
15,0.52,-13,-20,-4,0,-1,-2,8,CC(C)NC(=O)CSc1nncn1-c1ccccc1
105*,·,-10,-23[20 µM],-3,17,2,1,4[fluorescence artefact?],O=C(CN(Cc1cccs1)C(=O)CCC(=O)Nc1nccs1)NCc1ccccc1
-5,0.1,-17,-19[20 µM],-18,5,-1,0,-10[fluorescence artefact?],CC(=O)N1CCC(N(CCCOC(C)C)C(=O)Nc2ccc(C)c(C)c2)CC1
-6,1.3,0,-12,-18,-4,-1,0,2,CN(C)CCCN1C(=O)c2oc3ccc(F)cc3c(=O)c2C1c1cccnc1 (stereo not drawn)
-4,0.091,-9,7[20 µM],-23,3,3,2[fluorescence artefact?],5,COc1ccc(/C=N/n2c(SC)nnc(C(C)(C)C)c2=O)cc1OC
1,-0.39,-42,2,-9,-6,-12,0,-3,CCOC(=O)c1cc2c(=O)n3ccccc3nc2n(C(C)C)c1=NC(=O)c1c(-c2c(F)cccc2Cl)noc1C
-1,·,13,-12,-3,-1,2,-7,48,CC1=CC(C)(C)Nc2ccccc21
3,0.17,-34,4,-1,-6,·,40*,69,COc1cccc(C2C3=C(N=c4s/c(=C\c5ccc(OCC(=O)O)cc5)c(=O)n42)c2ccccc2CC3)c1 (stereo not drawn)
-37,35*,-23,-18,-9,4,2,0,-8,COc1ccc(C(=O)NC(=S)NNC(=O)COc2ccccc2)cc1
-16,-0.62,-35,-45,25,-17,-433,-1,10,N#Cc1c(N)n(-c2cccc(C(=O)O)c2)c2nc3ccccc3nc12
-8,-0.26,-15,-26,-21,-3,-4,6,-7,CCc1nnc(NC(=O)CCC(=O)N2CCN(Cc3cc(Cl)ccc3OC)CC2)s1
-1,-0.26,3,-17,-12,-7,9,-8,3,O=C(Cn1ncc2c3ccccc3n(Cc3ccccc3)c2c1=O)NCc1ccco1
